# GLP1R ag: qHTS of GLP-1 Receptor Agonists; Glucagon-like peptide 1 receptor (Homo sapiens), P43220; 0.007% of 380,000 active; HEK293 GLP-1R CRE-luciferase, luminescence, 4-6 h; cells express a hypersensitive GLP-1R form; Potency, µM (series often up to 45.6 µM), without a hit: at the top dose activation, actives largely listed as activators; further: potency means the concentration at half of the fitted maximal effect; % of control where 0% means no effect
# GLP1R inv ag: qHTS of GLP-1 Receptor Inverse Agonists (Inhibition Mode); HEK293 GLP-1R CRE-luciferase, luminescence, 24 h; GLP-1R form is constitutively active; Potency, µM (series often up to 38.3 µM), for the others: at the top dose activity change, negative = inhibition, hits mostly inhibitors; 1.6% of 410,000 active; AID 624417, 2012; further: potency means the concentration at half of the fitted maximal effect; on the % scale 0 is the no-effect control and ±100 the full control effect; nearly all actives have a fitted effect of over 55% in size
#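 Inverse agonists were sought by their lowering of basal cAMP reporter luciferase output in HEK293 cells stably carrying constitutively active human GLP-1R, after 24 h compound treatment.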
# IL-2 act: qHTS of IL-2 Activators; 0.065% of 360,000 active; IL-2 activation reporter assay, cell-based qHTS; stimulated with anti-CD3/CD4/CD28 beads; in transgenic mouse T cells; AID 652025, 2013; activation, % (series mostly up to about 46 µM); in the data active means activation above about 50%; inconclusive means mostly about 30% to 49%; further: 0% is about no effect
#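 Readout: EGFP and DsRed signals by fluorescent plate cytometry. Unstimulated transgenic mouse T cells received compound 60 min before antibody-bead stimulation, then incubated 18 h at 37 degrees C.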
# PLK1 PBD inh: qHTS for Inhibitors of PLK1-PDB (polo-like kinase 1 - polo-box domain): Primary Screen; Serine/threonine-protein kinase PLK1 (Homo sapiens), P53350; Plk1 PBD binding of FITC phosphopeptide, fluorescence polarization; Potency, µM, without a hit: max response, negative = inhibition, actives largely listed as inhibitors; 2.8% of 360,000 active; AID 720504, 2013; further: potency means the concentration at half of the fitted maximal effect; series mostly up to about 57 µM; on the % scale 0 is the no-effect control and ±100 the full control effect; nearly all actives have a fitted effect of over 65% in size
# WRN helicase inh: qHTS for Inhibitors of WRN Helicase. WRN helicase unwinding, fluorescent forked duplex, kinetic. Potency, µM (highest dose often 114 µM), without a hit: at the highest dose activity change, negative = inhibition, actives largely listed as inhibitors. 0.46% of 360,000 active. AID 651768, 2012; further: potency means the concentration at half of the fitted maximal effect; on the % scale 0 is the no-effect control and ±100 the full control effect; nearly all actives have a fitted effect of over 55% in size
#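 Fluorescence dequenching readout, ex 525 nm/em 598 nm, kinetic mode: forked duplex DNA (100 nM final) with adjacent fluorophore and quencher unwound by WRN (20 nM final) with 2 mM ATP. Compound preincubation 15 min, room temperature.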
# GLP1R cytotox: qHTS of GLP-1 Receptor Inverse Agonists: Cytotox Screen. HEK293 cAMP-luciferase reporter cells, luminescence, 24 h. Potency, µM (series often up to 38.3 µM), inactives show at the highest dose activity change, negative = inhibition, usual class: inhibitors. 0.13% of 410,000 active;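 further: loss of luciferase light is scored as toxicity; potency means the concentration at half of the fitted maximal effect; on the % scale 0 is the no-effect control and ±100 the full control effect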
#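 A 23 nL compound transfer followed 12 hours of cell culture at 37 deg C; exposure then lasted 24 hr. Luciferase assay detection reagent was dispensed and plates read for luminescence after a 12 min room-temperature wait.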
# D3 ag: qHTS of D3 Dopamine Receptor Agonist: qHTS; 0.58% of 410,000 active; D3R DiscoveRx beta-arrestin cells, luminescence, 90 min; AID 652048, 2013; max activation, %; D(3) dopamine receptor (Homo sapiens), P35462; in the data active means max activation above about 30%; further: 0% is about no effect; mostly tested at two doses, the higher about 12 µM
#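 Agonist-mode cell screen: cells plated at 1500/well and incubated overnight at 37 °C, then exposed to library compounds for 90 min at 37 °C. Detection reagent was added for 30–60 min at room temperature, and luminescence was read.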
# PI5P4K alpha inh: qHTS for Inhibitors of phosphatidylinositol 5-phosphate 4-kinase (PI5P4K); max response, %; 1.2% of 330,000 active; AID 652105, 2013; PI5P4Kalpha enzyme, ADP-Glo luminescence, 60 min; hits give low values; Phosphatidylinositol 5-phosphate 4-kinase type-2 alpha (Homo sapiens), P48426; active means max response of -50% or lower; inconclusive means between -30% and -50%; inactive means -30% or higher; further: value at the top dose of about 77 µM; on the % scale 0 is the no-effect control and ±100 the full control effect
#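 ADP-Glo luminescence end-point read after a 60 min room-temperature kinase reaction of PI5P4Kalpha plus substrate, initiated with ATP at 5 microM final. Buffer: 0.038 M HEPES pH 7.4, EGTA, 0.1% CHAPS, 5% DMSO.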
# D3 antag: qHTS of D3 Dopamine Receptor Antagonist: qHTS; D(3) dopamine receptor (Homo sapiens), P35462; D3R cells, DiscoveRx beta-arrestin luminescence, antagonist mode; hits give low values; max response, negative = inhibition, %; 2.5% of 360,000 active; in the data active means max response below about -50%; inconclusive means no clear call, values can overlap the other calls; further: on the % scale 0 is the no-effect control and ±100 the full control effect; mostly tested at two doses, the higher about 12 µM
#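 Cells plated overnight at 1500 cells/well, then exposed to library compounds with dopamine controls for 90 minutes at 37 degrees C. DiscoveRx reagent added for 30–60 minutes at room temperature; luminescence read, quantitative HTS format.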
# Numbers without * were called inactive; ? = inconclusive; . = not tested or not shown; & = joins results of further samples; [ ] = remark or other dose. Unless noted, the call rests on the fitted dose curve; in most records, active means well fitted curve in the direction sought with a large enough effect; inconclusive means small, poorly fitted or top-dose-only effect, or another doubt; inactive means no such curve, though single readings can be large; an effect the other way counts as inactive or inconclusive.
SMILES,GLP1R ag,GLP1R inv ag,IL-2 act,PLK1 PBD inh,WRN helicase inh,GLP1R cytotox,D3 ag,PI5P4K alpha inh,D3 antag
O=C(O)c1csc(N/N=C/c2ccc(Br)cc2)n1,-1%,23%,1.3,?,-17%,3%,-6,-30,-2
CCOC(=O)C1CCCN(C(=O)CC(c2ccccc2)c2ccccc2)C1 (stereo unspecified),1%,?,-0.6,-6%,0%,11%,-4,13,-3
Cc1cc(NC(=NC2CC2)c2ccccc2F)n(-c2ccccc2)n1,3%,-11%,-0.6,-2%,-3%,0%,2,2,4
Cc1ccc([C@@H]2[C@@H]3C(=O)N(C)C(=O)[C@@H]3[C@]3(Cc4ccccc4)C(=O)N(Cc4ccccn4)CC(=O)N23)o1,-5%,14%,0.4,-1%,-4%,6%,12,-6,0
CNc1nc(-c2ccccc2)cc(C)c1S(C)(=O)=O,-1%,-12%,0.5,3%,-10%,5%,2,0,-9
CC1(C)Cc2cccc(OCC(=O)OCC(=O)Nc3ccc(C(N)=O)cc3)c2O1,-4%,5%,-2.8,1%,-4%,5%,0,-7,5
CCCCn1c(=O)c(C(C)=O)c(O)c2ccccc21,-2%,?,-1.0,-11%,-4%,-9%,5,-1,9
CC1(C)OC2OC(COC(=O)c3ccc([N+](=O)[O-])cc3)C3OC(C)(C)OC3C2O1 (stereo unspecified),3%,5%,-1.2,5%,0%,2%,4,5,19
Cc1ccc2c(c1)N(CCCC(=O)NCc1ccc3c(c1)OCO3)C(=O)CO2,2%,-29%,-4.5,-3%,-2%,-5%,-3,-7,-14
Cc1ncc(CN2CCN(Cc3ccc(F)cc3)C(CCO)C2)s1 (stereo unspecified),5%,0%[7.66 µM],-0.7,-4%,0%,-1%[7.66 µM],-9,0,-15
Cc1ccc(S(=O)(=O)N2CC3CCCN3c3ccc(C(F)(F)F)cc32)cc1 (stereo unspecified),2%,-28%,-0.6,-5%,-5%,1%,0,12,26
COc1ccc(NC(=O)CCNS(=O)(=O)c2cccc3nsnc23)cc1,11%,-28%&3%,1.5,-22%,5%,-12%&2%,1&10,2,-23
CC(=O)Nc1cccc(NC(=O)CSc2nn3c(=O)c(C)nnc3s2)c1,2%,-8%,-3.0,-18%,-9%,5%,-3,-3,-12
COc1ccc(CC(N)c2csc(NC(=O)NCCc3ccccc3)n2)cc1 (stereo unspecified),3%,?,-0.3,5%,-1%,-14%,-11,4,-4
Cc1nnc(SCC(=O)N(C)C2CCCCC2)s1,1%,3%,0.0,-4%,2%,16%,-4,-8,-19
Cc1cccc(N2CCN(C(=O)c3cc(C)oc3C)CC2C)c1 (stereo unspecified),-2%,?,0.0,-10%,3%,-19%,-8,0,-13
O=C1N=C(N2CCN(c3ccccc3)CC2)S/C1=C/c1cccs1,10%,34%[activator],-4.4,0%,-7%[57.1 µM],-4%,4,1,3
CCOC(=O)c1sc2ncn(/N=C/c3ccc(O)cc3)c(=O)c2c1C,10%,-10%,0.8,-1%,-7%,2%,-2,1,23
CC1CCc2cc(F)ccc2N1C(=O)CCl (stereo unspecified),-4%,-7%[0.307 µM],-0.9,-18%,-4%,13%[0.307 µM],-6,-1,4
Cc1n[nH]c(C)c1CCC(=O)N/N=C/c1cccc([N+](=O)[O-])c1,22%,17%,0.3,-14%,-9%,-3%,-9,1,-3
Cc1cnc(C(=O)OCC(=O)Nc2ccc(Cl)cc2Cl)cn1,9%,-5%,-0.3,-12%,-2%,-1%,-6,-1,-17
C[C@@H]1CN([C@@H](C)CO)C(=O)CCCn2cc(nn2)CO[C@H]1CN(C)S(=O)(=O)c1ccccc1C#N,20%,-1%,-3.1,-27%,-3%,4%,-3,1,-12
Cc1ccc(S(=O)(=O)N2CCC(C(=O)NCC3CCCCC3)CC2)cc1,7%,?,-0.2,-9%,6%,5%,-15,0,-65*
CCC(C)NC(=O)Cn1c(=O)n(-c2ccc(C)c(C)c2)c(=O)c2c3c(sc21)CCCCC3 (stereo unspecified),0%,8%,.,.,.,-5%,8,.,.
CCC(C)Sc1nc(O)c(Cc2ccccc2)c(=O)[nH]1 (stereo unspecified),-1%,8%,-1.9,-8%,-5%,-6%,6,-16,-5

# Random excerpt: three records from the list.
SMILES,GLP1R ag,GLP1R inv ag,IL-2 act,PLK1 PBD inh,WRN helicase inh,GLP1R cytotox,D3 ag,PI5P4K alpha inh,D3 antag
CC1CCc2cc(F)ccc2N1C(=O)CCl (stereo unspecified),-4%,-7%[0.307 µM],-0.9,-18%,-4%,13%[0.307 µM],-6,-1,4
Cc1cc(NC(=NC2CC2)c2ccccc2F)n(-c2ccccc2)n1,3%,-11%,-0.6,-2%,-3%,0%,2,2,4
CC1(C)Cc2cccc(OCC(=O)OCC(=O)Nc3ccc(C(N)=O)cc3)c2O1,-4%,5%,-2.8,1%,-4%,5%,0,-7,5

# More records:
SMILES,GLP1R ag,GLP1R inv ag,IL-2 act,PLK1 PBD inh,WRN helicase inh,GLP1R cytotox,D3 ag,PI5P4K alpha inh,D3 antag
CC(=O)c1cccc(NC(=O)NC2CCCCC2)c1,5%,19%,-2.8,-11%,-7%,9%,-18,.,-17
Cc1cc(-n2c(C)cc(C(=O)COC(=O)CN=C3NS(=O)(=O)c4ccccc43)c2C)no1,0%,5%,-3.0,-10%,3%[57.1 µM],17%,-1,4,-1
CCOC(=O)c1cc(C(=O)Nc2ccccc2F)nn1C,1%,-2%,-1.4,-2%,-9%,5%,17,.,-12
CCOc1cccc(C(=O)Nc2cc(-c3nn4c(C)nnc4s3)ccc2C)c1,2%,8%,0.4,-5%,-1%,-6%,0,-2,3
Cc1onc(-c2ccccc2)c1C(=O)Oc1ccccc1,15%,-23%,0.4,3%,-22%,-1%,-8,3,13
S=C(NCC1CCCO1)N1CCN(c2nc(-c3ccccc3)cs2)CC1 (stereo unspecified),3%,?,-3.2,-10%,-9%,1%,-9,-9,-12
CC1=C(C(=O)N2CCOCC2)CC(CC(=O)NCC2CCCCC2)C(=O)N1CCC1=CCCCC1 (stereo unspecified),-4%,-20%,-0.1,-7%,-5%,0%,3,2,-4
O=C(NNc1nc(Nc2ccccc2)nc(N2CCOCC2)n1)Nc1ccc(Cl)cc1,3%,?,-4.7,-5%,11%,2%,-5,-6,-23
COC(=O)c1ccc(CC2(C)C(=O)Nc3ccc(-c4cccc(C(F)(F)F)c4)cc32)o1 (stereo unspecified),4%,?,-0.8,-6%,-8%,?,0,17,-10
Cc1ccc(-c2cc(NC(=O)CSc3n[nH]c(N)n3)n(-c3ccccc3)n2)cc1,4%,-9%,-0.4,-13%,-28%,-4%,-2,-21,19
CCC(C)C(=O)Nc1nc2ccc(S(C)(=O)=O)cc2s1 (stereo unspecified),-1%,-34%,0.2,?,2%[57.1 µM],-28%,9,-2,6
O=C(C1CCN(S(=O)(=O)c2ccc(F)cc2)CC1)N1CCOCC1,-10%,0%,-3.0,-10%,0%,9%,2,.,-18
CCOc1ccc(S(=O)(=O)N2CCC(C(=O)N3CCCCCC3)CC2)cc1Cl,5%,?,-2.0,-4%,-16%,10%,0,6,7
CC(C)C(C(=O)NCC1CCCO1)N(C(=O)CNS(=O)(=O)c1ccccc1)C1CCCCC1 (stereo unspecified),10%,20%,0.0,1%,-7%,-3%,0,-8,-5
Cc1cc(C(=O)NNc2ccc(C(C)C)cc2)n(C(C)(C)C)n1,-5%,?,1.2,-9%,7%,-9%,2,-3,-11
CCc1ccccc1N1C(=O)C2CC=CCC2C1=O (stereo unspecified),7%,6%,-0.3,-12%,-2%,4%,-5,6,41
O=C(c1ccc2ccccc2c1)C1CCCN(C(=O)CN2C(=O)CSC2=O)C1 (stereo unspecified),4%,8%,-1.0,1%,3%[57.1 µM],-6%,8,-8,24
O=C(CNC(=O)c1cccc(F)c1)N/N=C/c1cccnc1,-6%,16%,-1.1,-20%,4%,6%,-3,-5,?
CC(=O)Nc1ccc(-c2csc(NNC(=O)c3ccc(C)cc3)n2)cc1,12%,8%,-0.4,-11%,-4%,-18%,2,-11,-7
COc1ccc(NC(=O)CSc2nc(O)cc(=O)n2C)cc1,16%,4%,0.0,-11%,?,18%,1,-9,20
O=C(CN1C(=O)CSc2ccccc21)Nc1ccc2c(c1)OCCO2,0%,6%,-2.0,27µM*,-3%,4%,3,.,22
O=C(Nc1ccc(Cl)cc1Cl)C1CCC(=O)N1Cc1ccccc1Cl (stereo unspecified),16%,?,-0.2,-6%,-11%,-4%,-17,-3,-11
Clc1ccc(/C=C/c2nc(Cl)c(-c3ccc(Cl)cc3)c(Cl)n2)cc1,4%,2%,-2.1,-10%,4%,4%,0,2,-11
Cn1c(SCC(=O)NC2CCCCC2)nc2c(c1=O)SCC2,-4%,9%,-1.0,-5%,3%,-12%,2,-6,24
CN(C)S(=O)(=O)c1ccc2c(c1)nc(CCC(=O)NCCc1ccc(Cl)cc1)n2C,3%,19%,0.8,2%,2%,-12%,0,9,4
CCCNC(=O)COc1cccc(C(=O)NCc2ccccc2)c1,-1%,?,-0.2,-6%,-2%,-2%,-9,-1,4
CCOc1ccc(CC(=O)N2N=C(C)CC2(O)C(F)(F)F)cc1 (stereo unspecified),0%,-26%,-0.6,-2%,12%,-3%,5,-3,4
CCOc1ccc(CCNC(=O)Cn2c(=O)oc3ccccc32)cc1OCC,3%,0%,-2.2,?,5%,-6%,10,.,17
COc1ccc(/C=C2\CCCC3C2=NN(C(=O)COC(=O)CNC(=O)c2ccccc2)C3c2ccc(OC)cc2)cc1 (stereo unspecified),12%,-28%,2.2,5%,-12%,10%,-2,.,-14
Cc1cc(C)c2c(CN3CCN(Cc4ccc5c(c4)OCO5)CC3)cc(=O)oc2c1,1%,?,0.0,-3%,8%,-10%,-29,-1,-15

# Screening results from PubChem BioAssay.

# This is a random part of the collection. Share with any hit: about 7.8%.
